Screens (PubChem BioAssay)
Bcl-xL primary = inhibitors of human Bcl-xL, primary screen, biochemical, fluorescence polarization, HTS; Bcl-2-like protein 1 (Homo sapiens), Q07817; hit rate 0.7% among 320,000; AID 2129, 2009; inhibition, % at 10.9 µM; GST-Bcl-xL / FITC-Bim BH3 peptide fluorescence polarization;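 active = inhibition above the mean of all tested compounds plus 3 SD, cutoff set per campaign, cut at about 30% in these data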;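 also: 0% = DMSO wells and 100% = unlabeled Bim-BH3 peptide competitor; inhibitors lower millipolarization by displacing the labeled peptide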
Target sequence (Q07817 whole entry, looked up): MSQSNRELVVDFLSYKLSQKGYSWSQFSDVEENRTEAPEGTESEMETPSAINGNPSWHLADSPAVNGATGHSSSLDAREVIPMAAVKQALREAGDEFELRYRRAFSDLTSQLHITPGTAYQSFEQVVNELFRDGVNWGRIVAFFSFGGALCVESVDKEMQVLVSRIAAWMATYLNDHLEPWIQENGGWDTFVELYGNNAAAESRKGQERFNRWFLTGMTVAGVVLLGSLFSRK
Fam108B inh = mouse Fam108B serine hydrolase inhibitors, primary screen, counter-screen for RBBP9 inhibitor project, biochemical, fluorescence polarization. recombinant Fam108B, FP-Rh probe fluorescence polarization. inhibition, % at 9.51 µM. hit rate 0.33% among 300,000. AID 1947, 2009;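 active = inhibition above the screen mean inhibition plus 3 SD, computed separately per campaign, cut at about 18% in these data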;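 also: inhibitors lower polarization as less probe binds the enzyme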
TPT1 inhibitor = Candida albicans TPT1 enzyme inhibitors, primary screen, biochemical, fluorescence polarization | hit rate 0.81% among 300,000 | inhibition, % at 5 µM | AID 1962, 2009 | recombinant caTPT1, FP RNA substrate dephosphorylation;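 active = inhibition above the mean of all tested compounds plus 3 SD, set per screening campaign, cut at about 24% in these data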;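 also: plate controls were DMSO alone for no effect and ferristatin control at 100 nM for full effect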
PAD4 inh = human PAD4 inhibitors, primary screen, biochemical, fluorescence polarization, 1536-well format; AID 485272, 2010; inhibition, % at 6.36 µM; recombinant PAD4, RCA probe fluorescence polarization; hit rate 0.41% among 330,000; Protein-arginine deiminase type-4 (Homo sapiens), Q9UM07;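 active = percent inhibition above a cutoff equal to the mean of all tested compounds plus 3 SD, cut at about 15% in these data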;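 also: 0% = PAD4 with RCA probe and DMSO and 100% = probe without PAD4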
GLD-1 TGE inh = GLD-1/TGE RNA complex disruptors, primary screen, biochemical, fluorescence polarization. AID 2280, 2010. purified GLD-1 + fluorescein TGE RNA. inhibition, % at 5.96 µM. hit rate 0.44% among 320,000;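 active = percent inhibition above a per-plate cutoff, the plate mean of test compounds plus 3 SD, cut at about 30% in these data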;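 also: 0% = DMSO wells with GLD-1 and probe and 100% = wells lacking GLD-1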
MCL1-BIM inh = inhibitors of MCL1 binding to BIM-BH3, primary screen, biochemical, fluorescence polarization; hit rate 0.68% among 320,000; inhibition, % at 10.9 µM; GST-MCL1 / FITC-Bim-BH3 fluorescence polarization; Induced myeloid leukemia cell differentiation protein Mcl-1 (Homo sapiens), Q07820; AID 2057, 2009;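 active = inhibition above the mean inhibition of all tested compounds plus 3 SD, set per campaign, cut at about 40% in these data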;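 also: 0% = DMSO wells and 100% = unlabeled Bim-BH3 peptide control; higher means more loss of mP so more displacement of Bim peptide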
GSTO1 inh = inhibitors of recombinant GSTO1, primary screen, counter-screen for RBBP9 inhibitor project, biochemical, fluorescence polarization; hit rate 1.1% among 300,000; inhibition, % at 5.96 µM; Glutathione S-transferase omega-1 (Homo sapiens), P78417; activity-based probe fluorescence polarization;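 active = inhibition above the campaign mean inhibition plus 3 SD, cut at about 35% in these data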;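 also: 0% = GSTO1-1 with DMSO and 100% = wells lacking GSTO1-1 enzyme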
Target sequence (P78417 whole entry, looked up): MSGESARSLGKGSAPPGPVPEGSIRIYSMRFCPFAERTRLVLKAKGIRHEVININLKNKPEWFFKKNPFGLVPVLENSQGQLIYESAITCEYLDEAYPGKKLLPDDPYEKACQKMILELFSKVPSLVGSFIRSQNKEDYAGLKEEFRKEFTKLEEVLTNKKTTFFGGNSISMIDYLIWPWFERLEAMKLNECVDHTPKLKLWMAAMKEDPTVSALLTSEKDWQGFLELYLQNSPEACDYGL
MEX-5 binding = MEX-5 zinc finger RNA-binding disruptors – biochemical, C. elegans, fluorescence polarization, MLPCN library, primary screen; hit rate 0.38% among 300,000; MEX-5/FITC-TCR2 RNA binding; stronger effect = lower value; AID 1832, 2009; activity score (negative = inhibition of binding), % at 10 µM; Zinc finger protein mex-5 (Caenorhabditis elegans), Q9XUB2;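 active = inhibition past about -25% in most replicates, and total fluorescence under double the plate's negative control median, limit read from the data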;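 also: 0% = DMSO and -100% = 5 µM competing unlabeled TCR2 RNA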
Target sequence (Q9XUB2 whole entry, looked up): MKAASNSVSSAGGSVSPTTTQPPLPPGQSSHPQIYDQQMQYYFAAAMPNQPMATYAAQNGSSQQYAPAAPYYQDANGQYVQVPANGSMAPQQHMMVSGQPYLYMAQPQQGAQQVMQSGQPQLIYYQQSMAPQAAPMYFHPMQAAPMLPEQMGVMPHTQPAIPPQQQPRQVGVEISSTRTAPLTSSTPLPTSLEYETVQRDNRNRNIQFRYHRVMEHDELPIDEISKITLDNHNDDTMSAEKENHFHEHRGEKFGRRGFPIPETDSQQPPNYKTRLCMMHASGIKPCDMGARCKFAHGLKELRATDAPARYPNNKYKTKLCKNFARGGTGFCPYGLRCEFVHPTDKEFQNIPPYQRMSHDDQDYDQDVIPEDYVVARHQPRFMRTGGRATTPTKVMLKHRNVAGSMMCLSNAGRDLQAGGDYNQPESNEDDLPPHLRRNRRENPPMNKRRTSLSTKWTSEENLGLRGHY
PME-1 inh = PME-1 inhibitors via competitive probe labeling, primary screen, biochemical, fluorescence polarization, FP-Rh probe, HTS | AID 2130, 2009 | hit rate 0.53% among 320,000 | recombinant PME-1 | inhibition, % at 5.9 µM;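 active = inhibition above the campaign mean of all compounds plus 3 SD, cut at about 26% in these data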;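 also: competitive labeling of PME-1 active site by serine hydrolase directed probe; 0% = PME-1 with DMSO and 100% = wells lacking PME-1 enzyme; inhibitors block probe labeling so polarization falls and inhibition rises; many of its hits are not listed in these tables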
Starred values were filed as active, the others as inactive; · = not tested or not shown. Only part of the results is shown; rates above refer to the full screens.

SMILES | Bcl-xL primary | Fam108B inh | TPT1 inhibitor | PAD4 inh | GLD-1 TGE inh | MCL1-BIM inh | GSTO1 inh | MEX-5 binding | PME-1 inh
CC[C@@H]1C=CC=CC[C@H](C)[C@@H](O)[C@@H](C)C(=O)[C@H](C)[C@@H](O)[C@H](C)C(=O)[C@H](C)[C@@H](O)[C@H](C)C=CC(=O)O[C@H]2[C@@H](C)[C@@H](CC1)O[C@@]1(CC[C@@H](C)[C@@H](C[C@H](C)O)O1)[C@@H]2C | 5 | 3 | -1 | 6 | 2 | 5 | 12 | 2.4 | 2
COc1cc2c(cc1C=O)OCO2 | -2 | -2 | 3 | 0 | -8 | -9 | 6 | -0.1 | -4
CC(=NCc1cccnc1)c1c(O)n(-c2ccc(Cl)cc2)c(=O)[nH]c1=O | 7 | -3 | -1 | 0 | 2 | 4 | 3 | -2.1 | -2
CN1C(=O)C(=Cc2ccc(N3CCCCCC3)cc2)C(=O)N(C)C1=O | -7 | -5 | 7 | 4 | -1 | -26 | 1 | 0.4 | -13
COC(=O)C1=C(c2ccc(F)cc2OCc2ccccc2)C[C@@H]2CC[C@H]1N2C(=O)NCc1ccc2c(c1)OCO2 | 4 | · | · | -3 | 8 | 6 | · | · | -11
N=C1c2ccccc2CN1NC(=O)c1ccc(Cl)cc1 | 4 | -5 | -2 | 3 | -3 | 4 | -2 | 1.7 | -4
O=C(COc1ccc(Cl)cc1)N1CCN(C2CCCC2)CC1 | 8 | 3 | -1 | 5 | 11 | 8 | -1 | -1.6 | -4
COC(=O)C1=C(c2cc3ccccc3o2)C[C@@H]2CC[C@H]1N2C(=O)NC(C)C | 3 | 4 | 0 | 3 | 6 | 2 | 3 | -1.5 | 3
CN(Cc1ccccc1)C1CCCN(C(=O)COc2ccccc2Cl)C1 (stereo unspecified) | 0 | 0 | 0 | -3 | -1 | 8 | 2 | -2.1 | 1
Cc1c(N=Cc2c(O)n(CCc3ccccc3)c(=O)[nH]c2=O)c(=O)n(-c2ccccc2)n1C | -1 | -2 | 5 | -3 | -8 | 3 | -11 | -0.9 | 7
Cc1ccccc1-n1c(-c2ccoc2)nc2ccccc2c1=O | 0 | 3 | -3 | -26 | 2 | -1 | 1 | -1.3 | -4
CC1C(C)N1CC(O)Cn1ccnc1[N+](=O)[O-] (stereo unspecified) | 3 | -2 | -4 | -2 | 0 | 3 | 0 | -1.8 | 0
CCOC(=O)C1CCN(/C=C2/C(=O)NC(=O)N(Cc3ccco3)C2=O)CC1 | -6 | -1 | 7 | -7 | -12 | -8 | -1 | 1.0 | 2
Brc1ccc2c(c1)C(OC1CN3CCC1CC3)c1ccccc1CS2 (stereo unspecified) | 2 | 9 | -5 | 7 | 2 | 5 | -6 | 1.5 | 1
CCCC12CN3CN(C1)CC(CCC)(C3)C2O (stereo unspecified) | 13 | -3 | 0 | 0 | 4 | 11 | -2 | -0.6 | 2
O=C1NC(=O)N(Cc2ccccc2Cl)C(=O)/C1=C/N1CCOCC1 | -35 | -3 | 40* | -4 | -37 | -30 | 6 | 20 | -6
Cc1cc(S(=O)(=O)NC(C)C)ccc1OCC(=O)N1CCN(Cc2ccc3c(c2)OCO3)CC1 | 5 | 9 | 1 | 5 | 4 | 3 | 4 | 1.2 | 0
Cc1[nH]c2ccccc2c1C(=O)C(=O)N1CC2CC(C1)c1cccc(=O)n1C2 (stereo unspecified) | 5 | -2 | 0 | 7 | -1 | 3 | 1 | 0.5 | 2
Cc1ccc2[nH]c(=S)n(-c3cccnc3)c(=O)c2c1 | 6 | -2 | -1 | 4 | 6 | -1 | 6 | -1.1 | 1
CCOC(=O)C1(CCc2ccccc2)CCN(Cc2ccc3c(c2)OCCO3)CC1 | 10 | 3 | -6 | -4 | 1 | 7 | 12 | 2.4 | 1
CC(C)CC(C)N (stereo unspecified) | 3 | · | · | 1 | 3 | 4 | · | · | -1
COC(=O)C1=C(c2cccc3c2S(=O)(=O)c2ccccc2-3)C[C@@H]2CC[C@H]1N2C(=O)N1CCc2cc(OC)c(OC)cc2C1 | 0 | · | · | 1 | 0 | 1 | · | · | 2
COC(=O)C1=C(c2c(C)noc2C)C[C@@H]2CC[C@H]1N2C(=O)N1CCC(O)(c2ccc(Cl)cc2)CC1 | -2 | · | · | -2 | -2 | -5 | · | · | -3
COc1cc(C(=O)Nc2ccc(Br)cc2C(=O)c2ccccc2Cl)cc(OC)c1OC | 2 | -2 | -5 | 1 | 2 | 0 | 5 | -1.9 | -6
COC(=O)C1C(O)C(C)C(O)C(C)/C=C\C=C(/C)C(=O)Nc2c(C)c(OC(C)=O)c3c(c2O)C(=O)C(C)=C2OCOC(=C23)/C(C)=C/C(C)(O)C(O)C(C)C1O (stereo unspecified) | 7 | 2 | -1 | -9 | 9 | 8 | 69* | 1.3 | 1
COc1ccc(S(=O)(=O)NC(CC(=O)N2CCC3(CC2)OCCO3)C(C)C)cc1 (stereo unspecified) | 2 | 1 | -1 | 0 | 6 | -4 | -1 | -0.5 | -1
C=C1CC[C@@]2(O)[C@H]3Cc4ccc(O)c5c4[C@@]2(CCN3CC2CC2)[C@H]1O5 | 5 | 3 | -2 | -3 | 3 | 3 | 5 | -1.1 | -7
CC(Cc1ccccc1)NCc1ccccc1O (stereo unspecified) | 1 | -2 | -1 | 5 | -4 | -1 | 0 | -4.3 | -1
CC(=O)c1ccc(OCC(=O)N2CCCC(N3CCN(c4ccccc4C)CC3)C2)cc1 (stereo unspecified) | 2 | 3 | 1 | -3 | 2 | -2 | 4 | -0.9 | 2
Cc1ccc(/C=C2/C(=O)NC(=O)N(CCc3ccc(F)cc3)C2=O)o1 | -10 | 2 | 27* | -14 | -28 | 1 | 4 | -7.0 | -2
O=C1OC(c2ccc(Cl)cc2)=N/C1=C\N1CC2CC(C1)c1cccc(=O)n1C2 (stereo unspecified) | -5 | 1 | 2 | -2 | 0 | -13 | 3 | 0.7 | 0
C[C@]12CC[C@H]3[C@@H](CCC4=CC(=O)CC[C@@]43O)[C@@H]1CCC2=O | 5 | -7 | -1 | -1 | -4 | 1 | 2 | 0.5 | -6
O=c1[nH]c(=O)n(CCc2ccc(F)cc2)c(O)c1C=NCCCn1ccnc1 | -31 | 0 | 39* | 2 | -23 | -40 | 4 | -40* | 2
CC1=C(C(=O)OC(C)C)[C@]2(C(=O)N(CC(N)=O)c3ccccc32)C(C#N)=C(N)O1 | 6 | 0 | -3 | 1 | 2 | 1 | -8 | -6.9 | -3
COC(=O)C1=C(c2cccc(OC)c2OC)C[C@@H]2CC[C@H]1N2C(=O)NC1CCCCC1 | 3 | -3 | 1 | -2 | 9 | -4 | -5 | -1.4 | -5
COC(=O)C1=C(c2cc3ccccc3s2)C[C@@H]2CC[C@H]1N2C(=O)NCc1cccc2ccccc12 | 3 | -14 | 0 | -4 | 3 | 4 | -2 | 1.7 | -11
CC1CN(CCc2ccccc2)CC(C)O1 (stereo unspecified) | 5 | 5 | -1 | 7 | 9 | 2 | -3 | -0.6 | 6
COCCCNC(=O)c1c(NC(=O)c2ccccc2Cl)n(Cc2ccccc2)c2nc3ccccc3nc12 | -6 | 6 | 5 | 3 | 0 | -7 | 2 | -0.3 | 0
Cc1ccnc(-n2c(C)nc3ccccc3c2=O)c1 | 0 | -2 | 5 | -6 | 15 | 6 | -1 | 0.8 | 4
C/C=C1/CN2[C@@H]3C4CO[C@@H]3c3c([nH]c5cc(OC)ccc35)[C@@H]2CC14 (stereo partly specified) | 4 | 2 | 0 | -1 | -1 | 8 | 2 | -2.0 | 1
CCOP(=O)(OCC)C(NC(=O)c1ccc(OC)cc1)C(Cl)(Cl)Cl (stereo unspecified) | 9 | 1 | 1 | 1 | -4 | 8 | 5 | -0.9 | 3
Cc1cc(=O)oc2cc(OCC(=O)N3CCN(C(C)c4ccccc4)CC3)c(Cl)cc12 (stereo unspecified) | 2 | · | · | -5 | 6 | 9 | · | · | 6
CC1C(c2cccs2)=[N+]([O-])C(C)(C(=O)c2cccs2)N1O (stereo unspecified) | -3 | 1 | 0 | -2 | 6 | -2 | -4 | -1.9 | -1
COc1ccccc1N1CCN(C(CNC(=O)Oc2ccccc2)c2cccnc2)CC1 (stereo unspecified) | 6 | 0 | -6 | -6 | 0 | 2 | 1 | -2.7 | -4
NCCCN1CCN(c2ccccc2)CC1 | 7 | -4 | -3 | -2 | -5 | 8 | 0 | -0.9 | 0
COC(=O)c1ccc(NC(=O)CSc2nc3ccc(N4C(=O)C5C6C=CC(C6)C5C4=O)cc3s2)cc1 (stereo unspecified) | 3 | -8 | -1 | -6 | -1 | 2 | -11 | 0.6 | -13
O=P(O)(O)Oc1ccccc1P(=O)(c1ccccc1)c1ccccc1 | 5 | -2 | -1 | 1 | 0 | 9 | 0 | -0.8 | 1
CCCCc1cc(=O)oc2cc(OCC(=O)N3C[C@H]4C[C@@H](C3)c3cccc(=O)n3C4)c(Cl)cc12 | 0 | 0 | -2 | -2 | 1 | 1 | 5 | -1.0 | 1
Cc1ccc(C)c(NC(=O)CCNC(=O)N2C[C@H]3C[C@@H](C2)c2cccc(=O)n2C3)c1 | -2 | -2 | -2 | -1 | -1 | -3 | 1 | 1.8 | 5
CCOc1ccc(C(=O)OC2CC3CCC(C2)N3C)cc1 (stereo unspecified) | -2 | -1 | -2 | 0 | 1 | 5 | -1 | 2.1 | -2
C=C1C(=O)[C@@]23C[C@H]4[C@@H]5[C@@]6(C)CCC[C@@]57[C@@H]2[C@@H](O)[C@@H]1C[C@H]3[C@H]7N4C6 | 1 | 2 | 0 | 1 | 4 | 3 | -10 | 1.3 | -4
CCc1c(C)nc(N)nc1N1N=C1SCC(=O)OC | -2 | 1 | 0 | 8 | -8 | 9 | 9 | 2.9 | 4
CCCNC(=O)N1[C@H]2CC[C@@H]1C(C(=O)OC)=C(c1ccc(-c3ccccc3)c(F)c1)C2 | -1 | · | · | -4 | -1 | -3 | · | · | 0
CC(=O)O[C@H]1C[C@@H]2CC[C@@H]3[C@H](CC[C@]4(C)C(=O)CC[C@@H]34)[C@@]2(C)C[C@@H]1OC(C)=O | 2 | 2 | -2 | 0 | -5 | 4 | 2 | · | -6
O=c1c2ccccc2nc(CSc2ncnc3nc[nH]c23)n1-c1ccccc1Cl | 6 | 6 | -5 | 3 | -2 | 8 | -6 | -0.4 | 4
COc1cccc(N=Cc2c(O)n(Cc3ccco3)c(=O)[nH]c2=O)c1 | 3 | 0 | 3 | -3 | -27 | -2 | 8 | -4.2 | 1
C#CC[N+]1(C)[C@@H]2CC[C@H]1CC(OC(=O)C(CO)c1ccccc1)C2 (stereo partly specified) | 3 | 3 | -1 | 0 | 5 | 7 | -4 | -1.0 | 0
